# Screens (PubChem BioAssay)
# S-ASM inh – blocks human secretory acid sphingomyelinase | hit rate 0.006% among 340,000 | Potency, µM (highest dose often 57.5 µM), for inactives: top-dose activity change, negative = inhibition, actives largely listed as inhibitors | P17405 | placental ASM, HMU-PC fluorogenic substrate, 60 min | AID 504937; note: potency is the fitted concentration of half-maximal effect
# Target sequence (P17405 47-631 limits assumed): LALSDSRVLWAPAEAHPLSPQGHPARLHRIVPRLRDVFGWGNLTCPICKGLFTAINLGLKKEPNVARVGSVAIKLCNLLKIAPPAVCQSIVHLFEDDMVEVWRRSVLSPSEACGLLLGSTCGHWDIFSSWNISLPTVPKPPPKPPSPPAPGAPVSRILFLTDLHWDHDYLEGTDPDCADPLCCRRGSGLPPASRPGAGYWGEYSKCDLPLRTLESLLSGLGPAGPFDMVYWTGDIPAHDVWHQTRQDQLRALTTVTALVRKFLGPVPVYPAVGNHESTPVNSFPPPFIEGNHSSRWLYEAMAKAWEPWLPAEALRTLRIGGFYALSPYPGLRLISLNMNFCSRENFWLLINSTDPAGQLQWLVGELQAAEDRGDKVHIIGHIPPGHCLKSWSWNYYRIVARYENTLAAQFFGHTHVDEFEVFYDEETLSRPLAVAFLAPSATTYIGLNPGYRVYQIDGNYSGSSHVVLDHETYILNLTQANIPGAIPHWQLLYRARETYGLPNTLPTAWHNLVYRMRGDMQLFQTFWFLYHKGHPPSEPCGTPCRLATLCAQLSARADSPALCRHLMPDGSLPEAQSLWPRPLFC
#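 qHTS format. ASM enzyme prepared from human placenta hydrolyses the fluorogenic substrate HMU-PC0 (9 uM final) over 60 min at 37 °C after a 10 min compound preincubation.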
# TCR act – activators of T cell receptors | 330,000 tested, under 10 active | Potency, µM (highest dose often 9.22 µM), for the others: at the top dose activation of IL-2 secretion, hits mostly activators | primary human leukocytes, anti-CD3, IL-2 HTRF, 48 h; note: % of control where 0% means no effect
#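 Primary human leukocytes incubated 48 hr with anti-CD3 beads plus compound, without co-stimulation. Secreted IL-2 measured by HTRF (europium cryptate/d2 anti-IL-2 pair, 320 nm excitation, 665 nm emission).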
# Mito fusion yeast – blocks mitochondrial division or promotes mitochondrial fusion; S. cerevisiae fusion-defective mutant growth rescue, CellTiterGlo 48 h; Potency, µM (doses to about 46.1 µM), for the others: at the highest dose growth rescue (activation), actives largely listed as activators; hit rate 0.23% among 320,000;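 note: potency is the fitted concentration of half-maximal effect; % of control where 0% means no effect; nearly all actives have a fitted effect of over 45% in size; temperature-sensitive fusion mutants such as fzo1-1 at 37 °C on non-fermentable ethanol glycerol medium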
#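 Yeast fusion mutant, YPEG (non-fermentable carbon), compound, 48 h at 37C non-permissive; CellTiterGlo added, 10 min RT, luminescence read. Rescued growth = division inhibition.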
# Eya2 inh – blocks the phosphatase activity of human Eya2; O00167; recombinant Eya2, OMFP fluorescence dephosphorylation (OMFP is methylfluorescein phosphate); Potency, µM (doses to about 76.9 µM), without a hit: top-dose activity, negative = inhibition, actives largely listed as inhibitors; hit rate 0.006% among 330,000; AID 488837; note: potency is the fitted concentration of half-maximal effect; % is set by controls: 0 for no effect and ±100 for the full control effect
# Target sequence (O00167 whole entry, looked up): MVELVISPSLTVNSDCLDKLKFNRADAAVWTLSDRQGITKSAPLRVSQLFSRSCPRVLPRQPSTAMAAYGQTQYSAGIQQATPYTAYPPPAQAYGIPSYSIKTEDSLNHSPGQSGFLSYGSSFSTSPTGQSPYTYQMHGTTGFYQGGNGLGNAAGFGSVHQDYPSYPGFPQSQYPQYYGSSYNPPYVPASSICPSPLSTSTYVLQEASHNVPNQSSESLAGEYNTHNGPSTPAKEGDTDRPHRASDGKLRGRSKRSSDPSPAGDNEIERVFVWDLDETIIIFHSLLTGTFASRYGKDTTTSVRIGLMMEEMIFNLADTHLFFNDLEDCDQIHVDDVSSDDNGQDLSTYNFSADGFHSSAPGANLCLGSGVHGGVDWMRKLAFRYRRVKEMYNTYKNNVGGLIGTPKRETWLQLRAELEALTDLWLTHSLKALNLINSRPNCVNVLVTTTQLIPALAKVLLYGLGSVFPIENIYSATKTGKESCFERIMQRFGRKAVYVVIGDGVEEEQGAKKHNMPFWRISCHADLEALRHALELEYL
#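 Eya2 (0.2 uM) preincubated 10 min at ambient with compound, then OMFP substrate added at 50 uM; 10 min reaction in 50 mM HEPES pH 7.5, 50 mM NaCl, 5 uM MgCl2, 0.05% BSA, 1 mM DTT. Fluorescence read at Ex 485/Em 525 nm.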
# AT treatment – candidate therapy for ataxia-telangiectasia | […] A-T fibroblasts, KAP-1 phosphorylation AlphaLISA; neocarzinostatin DNA damage 30 min before lysis | Potency, µM (series often up to 57.5 µM), for the others: at the highest dose activation, usual class: activators | hit rate 0.19% among 320,000; note: potency is the fitted concentration of half-maximal effect; % of control where 0% means no effect; nearly all actives have a fitted effect of over 45% in size
#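 hTERT-immortalized A-T patient fibroblasts ([…]), 500 cells/well in OPTI-MEM, 1% FBS, got compounds for 60 min, then NCS for 30 min at 37C. Lysates were then assayed for phospho-KAP-1 by AlphaLISA (anti-pKAP1 donor, anti-KAP1 acceptor beads), 6 hr at 25C.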
# TSHR antag – blocks TSH signaling through the human TSH receptor | P16473 | TSHR-expressing cells, TSH-stimulated cAMP HTRF, 2 h; active compounds read low | activity change, negative = inhibition, % at 11.5 µM | hit rate 0.2% among 330,000 | AID 504810;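 active = activity change below a set negative limit, meaning inhibition stronger than a set level, cut at about -70% in these data; inconclusive = activity change between two set negative limits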; note: % is set by controls: 0 for no effect and ±100 for the full control effect
#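 Inhibition of cAMP made by TSHR-expressing cells under TSH stimulation (4nM final, EC80; 2 h, 37 deg C) is quantified with a one-step lysis HTRF kit, anti-cAMP cryptate versus cAMP-d2.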
# Tb PFK inh – inhibitors of T. brucei phosphofructokinase; T. brucei PFK, ADP-Glo luminescence; Potency, µM (titrated, usually from 57.5 µM), for inactives: top-dose activity, negative = inhibition, actives largely listed as inhibitors; hit rate 0.17% among 330,000; AID 485367;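 note: potency is the fitted concentration of half-maximal effect; 0% = uninhibited 1x PFK enzyme wells and -100% = no-enzyme wells; nearly all actives have a fitted effect of over 60% in size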
#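 Compounds were pin-transferred as a titration series up to 57 uM into substrate buffer (0.5 mM F6P, 0.1 mM ATP, pH 8.0), then 1.25 nM PFK was added and reactions ran 45 min before ADP-Glo detection.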
# TSG101-PTAP inh – blocks PTAP/TSG101 interaction to inhibit HIV-1 budding. Fluorescence polarization, FITC-PTAP peptide / Tsg101 binding. Potency, µM (series often up to 115 µM), for the others: top-dose activity change, negative = inhibition, actives largely listed as inhibitors. 340,000 tested, under 10 active. AID 493005. Q99816; active = well fitted inhibition curve with a large enough effect in the main read-out, with a control signal flat, not every such curve was filed as active; inconclusive = small, poorly fitted or top-dose-only effect, or effect the other way, or a change in a side signal; inactive = no such curve, though single readings can be large or run the other way; note: potency is the fitted concentration of half-maximal effect; % of control where 0% means no effect
#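 Tsg101 binding domain (10 uM final) was mixed with compound and a FITC-labeled PTAP peptide (50 nM final) in HEPES pH 7.5 buffer with NaCl, Tween 20, EDTA and TCEP; fluorescence polarization was read after 20 min at r.t.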
# Chronic BCR inh – chronic active BCR signaling inhibition. ABC-DLBCL IkBa-CBG/CBR reporter, luminescence ratio, 4 h. Potency, µM (series often up to 46.1 µM), without a hit: at the highest dose ratio change, negative = lower green/red ratio, most hits filed as inhibitors. hit rate 0.05% among 340,000; active = well fitted inhibition curve with a large enough effect in the signal ratio, with a control signal flat, not every such curve was filed as active; inconclusive = small, poorly fitted or top-dose-only effect, or effect the other way, or a change in a side signal; the % refers to the signal ratio;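 note: potency is the fitted concentration of half-maximal effect; plate controls were basal doxycycline-induced cells for no effect and cells given 10 µM MG132 for full effect; MG132 reads +100%, hits lower the ratio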
#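 Doxycycline induced both beetle luciferases in TMD8 lymphoma cells; IKK-driven degradation limits the IkappaBalpha-fused green signal, while red luminescence normalises for cell number and nonspecific effects. Compounds tested up to 46 uM, 4 hrs.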
# Integrin act MD – integrin-mediated muscular dystrophy alleviation activation; alpha7betagal myoblasts, beta-gal FDG fluorescence, 48 h; Potency, µM (series often up to 38.3 µM), for the others: at the highest dose activation, most hits filed as activators; hit rate 0.064% among 350,000;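 note: potency is the fitted concentration of half-maximal effect; 100% = response of the positive control SU9516; nearly all actives have a fitted effect of over 60% in size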
#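 Alpha7betagal+/- myoblasts (passage 13) were plated 16-24 hr, then exposed to compounds (1:260 dilution of DMSO stock) for 48 hours at 37C. After MPER lysis, β-galactosidase reporter activity was read as FDG fluorescence (ex 480/em 540) after 30 minutes.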
# ELG1 repair inh – inhibitors of ELG1-dependent DNA repair in HEK293T cells. AID 504467. Potency, µM (titrated, usually from 46.1 µM), for the others: at the top dose activity change, negative = inhibition, usual class: inhibitors. hit rate 2.3% among 330,000. HEK293T ELG1-luciferase reporter, luminescence, 16 h; DNA damage induced by 5-fluorouridine; note: potency is the fitted concentration of half-maximal effect; % is set by controls: 0 for no effect and ±100 for the full control effect; nearly all actives have a fitted effect of over 55% in size
#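 Luminescence from the luciferase reporter, measured 30 min after ONE-Glo reagent at room temperature, was the read-out. Beforehand, 2,000 cells per well were exposed for 16 hr at 37 °C to 5-fluorouridine together with compound or vehicle.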
# Numbers without * were called inactive; ? = inconclusive; · = not tested or not shown; & = joins results of further samples; [ ] = dose if it differs, or a comment. Unless noted, calls come from the whole dose curve; as a rule, active = well fitted curve in the direction sought with a large enough effect; inconclusive = small, poorly fitted or top-dose-only effect, or another doubt; inactive = no such curve, though single readings can be large; an effect the other way counts as inactive or inconclusive. These rows are one share of the data, so the mix of outcomes need not match the whole.
SMILES,S-ASM inh,TCR act,Mito fusion yeast,Eya2 inh,AT treatment,TSHR antag,Tb PFK inh,TSG101-PTAP inh,Chronic BCR inh,Integrin act MD,ELG1 repair inh
CC(C)Sc1nnc([C@@H](N)Cc2c[nH]c3ccccc23)o1,3%,2%,-6%,-1%,-3%,10,-2%,-3%,0%,4%,-7%
CCCN1CCC[C@H](c2cccc(O)c2)C1,-3%,3%,1%&-2%,4%&-19%,-1%,-17&-5,-5%,0%,-1%,·,8%
COc1ccc(N=C(C)c2c(O)[nH]c(=O)[nH]c2=O)cc1,1%,-5%,-1%,3%,-10%,6,1%,-9%,-1%,11%,8%
O=c1[nH]c(=O)n(-c2ccccc2F)c(O)c1/C=C1\C=Nc2ccccc21,-3%,-2%,3%,-18%,25%,4,25%,-1%,?,-23%,3%
CCCCC(CC)COC(=O)CCCCC(=O)OCC(CC)CCCC (configuration not stated),0%,1%,14%,-7%,?,9,5%,1%,-14%,·,11%
CC(=NCc1ccc2c(c1)OCO2)c1c(O)[nH]c(=O)[nH]c1=O,3%,-2%,1%,23%,-8%,8,-5%,-8%,-8%,-12%,3%
COC(=O)[C@]1(C)N[C@H](CN(C)S(=O)(=O)c2ccc(-c3ccccc3)cc2)[C@@H]2C(=O)N(Cc3ccccc3)C(=O)[C@@H]21,-10%,-2%,·,-9%,23%,-5,7%,-7%,0%,-19%,?
CC1=NN(c2ccccc2)C(=O)/C1=C/c1c(O)[nH]c(=O)[nH]c1=O,-20%,-1%,3%,-1%,2%,-20,-2%,-2%,14%,11%,3%
CCCOC(=O)Nc1ccc([As](=O)(O)O)cc1NC(=O)OCCC,?,-3%,-2%,-8%,3%,14,21%,-4%,-6%,0%,26%
CN(C(=O)Cc1ccc(Cl)c(Cl)c1)C(CN1CCCC1)c1cccc(OCC(=O)O)c1 (configuration not stated),0%,-5%,1%&-4%,1%&-1%,-3%,-10&-1,-13%,-5%,3%,·,1%
Cc1ccc(-c2ccc(=O)n(CC(=O)N3CCC4(CC3)OCCO4)n2)cc1,6%,-16%,-3%,11%,3%,-7,-1%,0%,0%,1%,-1%
N#Cc1ccc(NC(=O)CN2CCN(C(=O)c3cccs3)CC2)cc1Cl,2%,-2%,1%,4%,0%,-16,-6%,3%,-2%,-16%,?
CCOC(=O)CC1=C(C(=O)OCC)C2(C(=O)N1CC(=O)OC)C(C#N)=C(N)Oc1ccccc12 (configuration not stated),5%,0%,-4%,10%,0%,7,1%,1%,-11%,7%,-4%
c1ccc(Cn2ccnc2)cc1,2%,3%,-4%,1%,7%,13,-5%,0%,?,·,19%
O=P(Nc1cccc(Cl)c1)(Oc1ccccc1)Oc1ccccc1,-12%,0%,18%,-12%,-3%,7,-2%,-2%,?,-18%,?
CCN(CC)S(=O)(=O)c1cccc(N=Nc2c(O)n(CC)c(=S)n(CC)c2=O)c1,-8%,0%,3%,-8%,?,3,7%,-2%,-1%,23%,?
O=c1c2ccccc2nc(-c2ccco2)n1-c1ccccn1,7%,0%,2%,8%,0%,0,-1%,-7%,2%,8%,9%
CCOC(=O)C1(CCc2ccccc2)CCN(Cc2ccc3c(c2)OCCO3)CC1,2%,-2%,2%,-3%,10%,-4,3%,-4%,1%,-67%[inhibitor],5%
CN1CC=C(/C=C/c2ccc(-c3ccccc3)cc2)CC1,3%,4%,-28%,-7%,11%,-2,3%,-1%,-2%,-63%,?
Cc1nc2c(-c3ccc(F)cc3)c(C)nn2c(C)c1CCC(=O)N1CCC2(CC1)OCCO2,-2%,1%,11%,-29%,14%,-6,0%,0%,-11%,-14%,?
Nc1nonc1OCCCCOc1nonc1N,5%,-10%,5%,0%,1%,-5,-3%,-2%,-6%,3%,4%
CCOC(=O)c1c(C)n(Cc2ccc(F)cc2)c2ccc(O)cc12,-4%,0%,5%,-16%,12%,-2,-7%,-2%,0%,-6%,1%
COc1ccc(CNCCc2c[nH]c3ccccc23)cc1OC,5%,-3%,-9%,8%,9%,0,-2%,-3%,-1%,-64%[inhibitor],-4%
CCC(C)C1NC(=O)C(C(C)=O)=C1O (configuration not stated),-3%,1%,-8%,7%,35%,-2,-1%,0%,-5%,12%,-1%
O=C1NCCOC(=O)[C@H](Cc2ccc(F)cc2)CC/C=C/C[C@@H]1CC(=O)N(CCO)Cc1ccccc1,0%,0%,·,-20%,9%,5,5%,-9%,-2%,-8%,?
SMILES,S-ASM inh,TCR act,Mito fusion yeast,Eya2 inh,AT treatment,TSHR antag,Tb PFK inh,TSG101-PTAP inh,Chronic BCR inh,Integrin act MD,ELG1 repair inh
CCOP(=O)(Cc1ccc(C(C)(C)CC(C)=O)o1)OCC,-12%,-1%,-4%,0%,-4%,-82*,0%,-4%,?,31%,3%
Cc1ccc(NC(=O)CN(C)CC(=O)Nc2cccc(F)c2)cc1[N+](=O)[O-],-8%,-50%,18%,-1%,7%,-19,-7%,1%,-15%,-39%,?
Cc1ccc(CN2C(=O)NC(=O)C3(Cc4c(nc5ccccn5c4=O)N4CCCCCC43)C2=O)cc1 (configuration not stated),-10%,-3%,9%,-22%,-1%,1,-5%,-1%,0%,10%,?
C=CCc1ccc(OC(=O)NC2CCCCC2)c(OC)c1,2%,-11%,-1%,-8%,-7%,-32,2%,-3%,?,0%,?
COc1cc(/C=N/Nc2ccc(S(N)(=O)=O)cc2)cc(OC)c1OC,37%[activator],0%,-1%,1%,-18%,-7,2%,1%,?,3%,-5%
Cc1c(O)ccc(C(=O)CN2CC(C)OC(C)C2)c1O (configuration not stated),2%,-3%,-10%,-4%,-4%,9,1%,-1%,-11%,-27%,?
CCOC(=O)c1c(-c2ccc(OC)cc2)oc2ccc(OC(=O)N(C)C)cc12,46%[activator],-5%,?,-39%,15%,-14,-1%,-6%,?,-19%,?
Cc1cccc(OP(=O)(Oc2ccccc2)OC(c2ccccc2)C(F)(F)F)c1 (configuration not stated),0%,4%,9%,-18%,23%,31,?,-1%,0%,-8%,?
CC1(C)C(C(=O)N2CCN(c3ccc(Cl)cc3)CC2)C1(C)C,-2%,-2%,?,-7%,7%,-2,0%,-3%,?,?,?
CCC(CC)NCc1c[nH]c2ccccc12,1%,-4%,-1%,10%,-1%,17,-3%,-2%,-6%,-50%[inhibitor],-18%
C[C@]12CC[C@H](O)C[C@H]1CC[C@@H]1[C@@H]2C[C@@H](O)[C@]2(C)[C@@H](C3=CC(=O)OC3)CC[C@]12O,8%,-1%,-3%,8%,-9%,-75*,-3%,-1%,?,·,?
c1ccc2c(c1)Sc1ccccc1N2CC1CN2CCC1CC2 (configuration not stated),0%,-18%,6%,10%,0%,7,-8%,3%,?,·,16%
CC(=NCc1ccco1)c1c(O)n(-c2ccc(C)cc2)c(=O)[nH]c1=O,-2%,-1%,4%,8%,-2%,5,0%,-4%,?,-18%,3%
CN1CCc2cc3c(c4c2C1Cc1ccccc1-4)OCO3 (configuration not stated),20%,-4%,-7%,2%,28%,-49,0%,-5%,-1%,2%,?
COc1ccccc1CNCC(=O)Nc1cc(S(=O)(=O)N2CCCCC2)ccc1C,1%,3%,·,1%,?,22,0%,2%,0%,-19%,?
Nc1c(C(=O)OCc2ccccc2)c2nc3ccccc3nc2n1Cc1cccs1,·,3%,2%,-3%,0%,-8,-4%,-2%,?,-55%[inhibitor],21µM*
CCc1ccc(NC(=O)CCNC(=O)N2C[C@H]3C[C@@H](C2)c2cccc(=O)n2C3)cc1,0%,-7%,-4%,-16%,-4%,-5,-3%,-6%,-11%,-14%,?
O=c1[nH]c(O)c(N=Nc2ccc([N+](=O)[O-])cc2)c(=O)[nH]1,-16%,7%,-4%,-2%,1%,20,0%,3%,?,0%,?
Cc1ccc(N=C(N(C)C)P(=O)(N(C)C)N(C)C)cc1,-2%,-4%,-3%,-7%,-3%,14,2%,-3%,0%,?,-4%
O=c1[nH]c(=O)n(Cc2ccc(F)cc2)c(O)c1/C=N/Nc1ccccc1,15%,-1%,-3%,8%,-2%,5,-2%,-2%,?,-7%,1.8µM*
Cc1ccc2c(c1)C1CN(C)CCC1N2C(=S)Nc1cccnc1 (configuration not stated),5%,-9%,-3%,8%,1%,-7,0%,0%,-8%,-13%,4%
